Bioassay records: PubChem BioAssay, National Center for Advancing Translational Sciences (NCATS)
TDP1 cell noCPT – qHTS for Inhibitors of human tyrosyl-DNA phosphodiesterase 1 (TDP1): qHTS in cells in absence of CPT; 420,000 compounds, 15% hits; AID 686978, 2013; Potency, µM (titrated, usually from 46.2 µM), without a hit: at the top dose activity change, negative = growth inhibition, usual class: inhibitors; DT40 Tdp1-/- hTDP1 cells, no CPT, ATP luminescence, 48 h; further: nearly all actives have a fitted effect of over 55% in size
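Chicken DT40 Tdp1-/- cells complemented with human TDP1, screened without camptothecin (DMSO vehicle only), 400 cells/well. Compounds pin-transferred, cells incubated at 37 °C for at least 48 hr. Growth read as ATP-dependent luminescence (CellTiter-Glo, 30 min at RT).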
GCN5L2 inh – blocks human GCN5L2 histone acetyltransferase; AID 504327; 390,000 compounds, 0.21% hits; Q92830; Potency, µM (highest dose often 58.9 µM), for inactives: at the top dose activity change, negative = inhibition, hits mostly inhibitors; GCN5L2 HAT assay, ThioGlo1 CoA-SH fluorescence
Target sequence (Q92830 whole entry, looked up): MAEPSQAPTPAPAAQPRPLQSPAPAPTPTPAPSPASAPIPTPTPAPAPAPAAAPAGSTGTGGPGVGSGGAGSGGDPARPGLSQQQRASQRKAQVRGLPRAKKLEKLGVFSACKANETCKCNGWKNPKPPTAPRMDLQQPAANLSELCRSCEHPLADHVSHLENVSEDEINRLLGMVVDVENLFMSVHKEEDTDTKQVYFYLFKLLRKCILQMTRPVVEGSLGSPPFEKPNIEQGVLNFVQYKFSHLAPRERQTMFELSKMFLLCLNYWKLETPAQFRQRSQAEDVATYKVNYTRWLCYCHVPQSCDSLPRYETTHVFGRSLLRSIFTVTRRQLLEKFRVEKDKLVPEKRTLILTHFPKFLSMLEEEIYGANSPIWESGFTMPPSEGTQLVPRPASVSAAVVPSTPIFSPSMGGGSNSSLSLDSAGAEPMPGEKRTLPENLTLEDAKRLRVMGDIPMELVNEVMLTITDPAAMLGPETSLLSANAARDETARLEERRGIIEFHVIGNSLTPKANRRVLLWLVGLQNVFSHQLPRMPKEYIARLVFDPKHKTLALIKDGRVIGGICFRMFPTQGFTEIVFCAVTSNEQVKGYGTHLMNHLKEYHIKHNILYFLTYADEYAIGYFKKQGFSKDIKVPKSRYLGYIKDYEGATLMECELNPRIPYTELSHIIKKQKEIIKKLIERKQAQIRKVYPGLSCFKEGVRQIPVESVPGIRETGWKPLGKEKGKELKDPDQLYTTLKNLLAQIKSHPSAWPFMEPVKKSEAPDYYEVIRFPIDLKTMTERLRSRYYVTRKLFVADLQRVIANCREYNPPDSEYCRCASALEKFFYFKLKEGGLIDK
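Fluorescence readout, Ex340nm/Em540nm: ThioGlo1 (50uM final) reacts with free CoA thiol released as 20nM GCN5L2 acetylates H3(1-25) peptide (75uM) using acetyl-CoA (70uM). Compound and enzyme sat 15 min beforehand; 20 min room-temperature reaction.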
DT40 TDP1 CPT – growth inhibition of DT40 Tdp1-/-;hTDP1 cells with camptothecin (screen for TDP1 inhibitors); 420,000 compounds, 12% hits; chicken DT40 Tdp1-/-;hTDP1 cells + 20 nM CPT, ATP luminescence, 48 h; Potency, µM (top dose mostly 46.2 µM), for the others: top-dose activity change, negative = growth inhibition, hits mostly inhibitors; further: nearly all actives have a fitted effect of over 55% in size
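Cell growth measured by CellTiter-Glo luminescence after a minimum 48 h, 37 C compound exposure with 20 nM CPT in Tdp1-knockout DT40 cells stably expressing hTDP1, seeded 400/well; qHTS titration format.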
* hit, by the source's call; ? = inconclusive; · = not tested or not shown; & = joins results of further samples; [ ] = dose if it differs, or a comment. The call rests on the fitted dose curve; in most records, active means well fitted curve in the direction sought with a large enough effect; inconclusive means small, poorly fitted or top-dose-only effect, or another doubt; inactive means no such curve, though single readings can be large; an effect the other way counts as inactive or inconclusive. On the % scale 0 is the no-effect control and ±100 the full control effect; potency means the concentration at half of the fitted maximal effect. A portion of the library. The share of hits here may be higher or lower than overall.

Every second line gives: TDP1 cell noCPT | GCN5L2 inh | DT40 TDP1 CPT
O=C(O)c1cc(NC(=O)C2CCCO2)cc(C(=O)O)c1 (centres undefined)
    8% | -8% | 10%
Nn1c(COc2ccccc2)nc2ccccc2c1=O
    ? | -5% | -110%
Cc1cc(Cl)ccc1OCC(=O)Nc1cccc(S(=O)(=O)NC2=NCCCCC2)c1
    18µM* | 0% | 12µM*
Cc1ccc(CNC(=O)c2ccc(OCC(C)C)cc2)n1C
    -12% | -11% | -19%
CCN(CC(=O)NCc1ccc(F)cc1)Cc1cc(=O)n2ccsc2n1
    -26% | -12% | 5%
C#CCOCCOCCOCCNc1nc(N2CCN(C(=O)[C@H](C(C)C)n3cc(CCO)nn3)CC2)nc(N2CCN(C(=O)[C@H](Cc3ccc(O)cc3)n3cc(CCO)nn3)CC2)n1
    14% | · | 4%
CC(C)NC(=O)C1(C)CCN1Cc1cccc(C#N)c1 (centres undefined)
    -18% | · | 1%
CCCn1nnc(NC(=O)Cc2ccc(Cl)cc2)n1
    -2% | -1% | 5%
Cc1ccc(-c2nc(=Nc3ccccc3)sn2-c2ccccc2)cc1
    3.2µM* | · | 3.5µM*
COc1ccc(-n2nnnc2SCC(=O)Nc2ccccc2F)cc1
    ? | -3% | -6%
CCOC(=O)N/N=C\C=C\c1ccco1
    ? | 1% | -1%
COc1ccc(N(Cc2cc(=O)[nH]c3ccccc23)C(=O)c2ccco2)cc1
    -13% | -1% | -4%
COc1ccc(Cl)cc1NC(=O)COC(=O)c1cc(C)oc1C
    3.3µM* | -4% | ?
O=C(CSc1cccc[n+]1[O-])Nc1cc([N+](=O)[O-])ccc1Cl
    -3% | 1% | 3%
Cc1ccc(-c2cnc3c(Cl)c(C)nn3c2)cc1
    10µM* | -7% | 21µM*
O=C(NCc1ccccc1Cl)C1CCC(CNc2c(N3CCOCC3)c(=O)c2=O)CC1 (centres undefined)
    -7% | -5% | -5%
CCOc1ccc2cc(C3CC(c4ccco4)=NN3S(C)(=O)=O)c(Cl)nc2c1 (centres undefined)
    ? | -7% | ?
CCc1c(C)sc(NC(=S)N2CC(C)OC(C)C2)c1C(=O)OC (centres undefined)
    ? | -7% | 1%
COc1cc2c(cc1OC)C(c1ccco1)CC(=O)N2 (centres undefined)
    8% | -4% | -6%
Cc1occc1C(=O)NCc1ccc2c(c1)OCO2
    -11% | -2% | -5%
Cn1c(=O)c2c(SCC(=O)Nc3ccccc3F)nc(-c3ccccc3F)nc2n(C)c1=O
    15µM* | -21% | ?
CN(C)S(=O)(=O)c1ccc(N2CCCC2)c(C(=O)NC2(C)CCS(=O)(=O)C2)c1 (centres undefined)
    -3% | -7% | 2%
Cc1ccc(CCNC(=O)C2CCCN(C(=O)c3cc4sccc4n3C)C2)cc1 (centres undefined)
    ? | -5% | -29%
COc1ccc(CC(=O)Nc2ccc(-c3nc4ccccc4s3)cc2Cl)cc1OC
    ? | 0% | ?
CCNC(=O)CC1C(=O)N(c2ccc(C)cc2)C(=O)N1Cc1ccccn1 (centres undefined)
    -1% | 1% | -5%
CCCCN1CC(=O)N2[C@H](c3ccc(OC)cc3)[C@@H]3C(=O)N(CC)C(=O)[C@@H]3[C@]2(Cc2ccccc2)C1=O
    2% | 1% | 2%
COc1ccc(CCNc2nc(SCc3ccccc3F)nc3ccccc23)cc1OC
    3.7µM* | 1% | 3.7µM*
COc1cccc(-c2nn3c(=O)cc(CN4CCN(C(=O)/C=C/c5ccccc5)CC4)nc3s2)c1
    ? | -19% | ?
CC1CCCN(CCC(=O)Nc2ccccc2)C1 (centres undefined)
    -3% | 1% | 10%
Cc1[nH]c2ccccc2c1CCCO
    ? | 3% | 0%

The last 2 records of the part before lead into the next.
Every second line gives: TDP1 cell noCPT | GCN5L2 inh | DT40 TDP1 CPT
CC1CCCN(CCC(=O)Nc2ccccc2)C1 (centres undefined)
    -3% | 1% | 10%
Cc1[nH]c2ccccc2c1CCCO
    ? | 3% | 0%
O=C(CSc1nnc2ccccn12)c1ccc(OC(F)F)cc1OC(F)F
    -14% | 1% | -1%
CO/N=C/CC(=O)c1ccc(-c2ccccc2)cc1
    ? | -5% | 12%
CCN1C(=NCc2ccc(OC)cc2)N[C@@H](c2ccccc2)C(C(=O)OC)=C1C
    ? | -10%&0% | ?
CCc1c(C)nc(SCC(N)=O)c(C#N)c1C
    -10% | -3% | -12%
O=C1CCC(O)CCN1CCSc1ccccc1 (centres undefined)
    -2%&1% | 2% | -4%&2%
CC(OC(=O)c1cccc(S(=O)(=O)Nc2ccccc2F)c1)C(=O)NCc1ccc2c(c1)OCO2 (centres undefined)
    ? | 3% | ?
Cc1nc2cc(C(=O)O)ccc2n1-c1ccccc1
    -17% | -10% | 1%
O=S(=O)(CCc1ccccc1)CS(=O)(=O)CCc1ccccc1
    3% | · | -10%
NNC(=O)COc1ccccc1[N+](=O)[O-]
    -5% | -4% | -14%
COC(=O)Cc1cnc(NC(=O)CSc2nc(C(C)C)cc(=O)[nH]2)s1
    2% | -5% | 14%
O=C(CSc1nc2ccccc2c(=O)n1CC1CCCO1)N1CCN(c2ccccc2)CC1 (centres undefined)
    23µM* | · | 26µM*
CCCC1(CCC)NC(=O)N(CC(=O)Nc2ccc(Cl)c(S(=O)(=O)N3CCOCC3)c2)C1=O
    ? | 0% | ?
Cc1cc(NC(=O)c2ccc(S(=O)(=O)N(C)C)cc2)no1
    -16% | -5% | -7%
COc1ccc2c(c1)c1c(c(=O)n(-c3ccc(OC)c(OC)c3)c(=O)n1CC(=O)N1CCCC1)n2C
    -10% | -20% | -10%
CC(C)Cn1c(N)c(C(=O)COC(=O)CCc2nc3ccccc3c(=O)[nH]2)c(=O)n(C)c1=O
    -20% | 3% | ?
Cc1nc2nc(SCC(=O)N3CCOCC3)nn2c(C)c1Cc1ccccc1
    -20% | 1% | ?
COc1ccc(-n2c(=S)[nH]c3cc(C(=O)Nc4ccc(F)cc4)ccc3c2=O)c(OC)c1
    ? | -10% | 16µM*
CCCN1CCN(C(=O)c2cc(COc3ccc4ncccc4c3)on2)CC1
    9.2µM* | -7% | 23µM*
O=C(O)CNC(=S)N(Cc1ccco1)Cc1ccccc1Cl
    -5% | 31%[activator] | -17%
O=C(COc1ccccc1C(=O)Nc1cccc(F)c1)Nc1ccc(Br)cc1
    ? | · | ?
Cc1ccc(Cn2c(CO)cnc2SCc2cccc(F)c2)cc1
    ? | 3% | ?
O=C(NCC1CCCO1)C1c2ccccc2C(=O)N1Cc1ccc2c(c1)OCO2 (centres undefined)
    -4% | 25% | -1%
O=C(COC(=O)c1cc2ccccc2oc1=O)Nc1cccc(S(=O)(=O)N2CCCCCC2)c1
    ? | 3% | ?
O=C(NNC(=O)C1CCCCC1)c1ccco1
    0% | -4% | 19%
COc1ccc(NC(=O)C(=O)NCCN2CCN(C(=O)c3cccc(Br)c3)CC2)cc1
    ? | -4% | -26%
Cc1ccc(F)c(NC(=O)Nc2ccc3snnc3c2)c1
    21µM* | -4% | 21µM*
Cc1cc([N+](=O)[O-])nn1CC(=O)N1CCN(Cc2ccccc2)CC1
    13% | -8% | -1%
OC(COCc1ccccc1)CN1CCCCC1 (centres undefined)
    8% | -7% | 11%
COc1ccc(CC(=O)Nc2cccc(-c3nnc(-c4ccccc4)o3)c2)cc1OC
    2.3µM* | -28% | 5.8µM*
O=C(O)CCC(=O)c1ccc(C2CCCCCC2)cc1
    -8% | · | 0%

Of the compounds above, 3 contain a nitro group on carbon:
Every second line gives: TDP1 cell noCPT | GCN5L2 inh | DT40 TDP1 CPT
O=C(CSc1cccc[n+]1[O-])Nc1cc([N+](=O)[O-])ccc1Cl
    -3% | 1% | 3%
NNC(=O)COc1ccccc1[N+](=O)[O-]
    -5% | -4% | -14%
Cc1cc([N+](=O)[O-])nn1CC(=O)N1CCN(Cc2ccccc2)CC1
    13% | -8% | -1%

Next section.
> CCOc1cc2c(cc1OC)C(NC(=O)c1ccco1)CC2=O (centres undefined)
  TDP1 cell noCPT = 1%
  GCN5L2 inh = 3%
  DT40 TDP1 CPT = 3%

> COCc1cccc(N2C(=O)CC(C3C=C(C)C4C(=O)N(c5cccc(COC)c5)C(=O)C4C3)C2=O)c1 (centres undefined)
  TDP1 cell noCPT = -21%
  GCN5L2 inh = -12%
  DT40 TDP1 CPT = 1%

> Cc1ccc(C)c(NC(=O)CN2C(=O)COc3ccc(S(=O)(=O)N4CCCC4)cc32)c1
  TDP1 cell noCPT = 11%
  GCN5L2 inh = -1%
  DT40 TDP1 CPT = 3%

> CCn1cc(C(=O)N2CCN(c3ccc(OC)cc3)CC2)c2cc(OC)c(OC)cc2c1=O
  TDP1 cell noCPT = -12%&-27%
  GCN5L2 inh = -12%&-7%
  DT40 TDP1 CPT = 10%&1%

> Cc1ccc(S(=O)(=O)NC(N)=NCCc2ccccc2)cc1C
  TDP1 cell noCPT = ?
  GCN5L2 inh = -6%
  DT40 TDP1 CPT = ?

> COc1ccc(Cl)cc1NC(=O)c1nnn(CC(=O)Nc2ccc(OC)c(OC)c2)c1N
  TDP1 cell noCPT = 0%
  GCN5L2 inh = -7%
  DT40 TDP1 CPT = 4%

> COc1ccc(C(CNC(=O)Cc2ccc(-c3ccccc3)cc2)N(C)C)cc1 (centres undefined)
  TDP1 cell noCPT = 18µM*
  GCN5L2 inh = -2%
  DT40 TDP1 CPT = 21µM*

> O=C1CC(N(Cc2ccco2)C(=O)Nc2ccc(F)cc2)C(=O)N1c1ccc(F)cc1 (centres undefined)
  TDP1 cell noCPT = -9%
  GCN5L2 inh = -10%
  DT40 TDP1 CPT = -26%

> CC(CN1CCCCC1)OC(=O)c1cccc(F)c1 (centres undefined)
  TDP1 cell noCPT = 4%
  GCN5L2 inh = -4%
  DT40 TDP1 CPT = 37%[activator]

> COCCNC(=O)c1ccc2c(c1)N(Cc1ccc(C(F)(F)F)cc1)C(=O)c1ccccc1S2
  TDP1 cell noCPT = ?
  GCN5L2 inh = -5%
  DT40 TDP1 CPT = 16µM*

> Cc1c(NC(=O)Cn2ccc([N+](=O)[O-])n2)c(=O)n(-c2ccccc2)n1C
  TDP1 cell noCPT = 5%
  GCN5L2 inh = -5%
  DT40 TDP1 CPT = -25%

> O=C(CN1C(=O)CCSc2ccc(S(=O)(=O)N3CCCC3)cc21)Nc1cccc(F)c1
  TDP1 cell noCPT = ?
  GCN5L2 inh = 3%
  DT40 TDP1 CPT = 13µM*

> Cc1ccc(CC2SC(=Nc3ccccc3)N(c3ccccc3)C2=O)cc1 (centres undefined)
  TDP1 cell noCPT = -25%
  GCN5L2 inh = -6%
  DT40 TDP1 CPT = -12%

> Cc1ccc(N2C(=O)CC(Sc3nccc(C)n3)C2=O)cc1 (centres undefined)
  TDP1 cell noCPT = ?
  GCN5L2 inh = -7%
  DT40 TDP1 CPT = ?

> CC(C)(C)C(=O)N1CCN(c2nc3ccc(Br)cc3s2)CC1
  TDP1 cell noCPT = 16µM*
  GCN5L2 inh = -32%
  DT40 TDP1 CPT = 16µM*

> C(=C\c1ccnc2ccccc12)/c1ccc(N(Cc2ccccc2)Cc2ccccc2)cc1
  TDP1 cell noCPT = 13µM*
  GCN5L2 inh = ·
  DT40 TDP1 CPT = 13µM*

Molecules listed so far that have a COOH group:
> O=C(O)c1cc(NC(=O)C2CCCO2)cc(C(=O)O)c1 (centres undefined)
  TDP1 cell noCPT = 8%
  GCN5L2 inh = -8%
  DT40 TDP1 CPT = 10%

> Cc1nc2cc(C(=O)O)ccc2n1-c1ccccc1
  TDP1 cell noCPT = -17%
  GCN5L2 inh = -10%
  DT40 TDP1 CPT = 1%

> O=C(O)CNC(=S)N(Cc1ccco1)Cc1ccccc1Cl
  TDP1 cell noCPT = -5%
  GCN5L2 inh = 31%[activator]
  DT40 TDP1 CPT = -17%

> O=C(O)CCC(=O)c1ccc(C2CCCCCC2)cc1
  TDP1 cell noCPT = -8%
  GCN5L2 inh = ·
  DT40 TDP1 CPT = 0%
